HTRA1 inh – HTRA1 serine protease inhibitors, primary screen, biochemical, fluorescence polarization, HTS. Q92743. AID 504803, 2011. recombinant HTRA1, FP-rhodamine activity-based probe. inhibition, % at 5.96 µM. 340,000 compounds, 0.5% hits; in the data active = inhibition above about 36%;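 also: 0% = enzyme with DMSO and 100% = wells lacking enzyme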
mABHD4 FP – ABHD4 inhibitors, primary screen, biochemical, fluorescence polarization, mouse. (Lyso)-N-acylphosphatidylethanolamine lipase (Mus musculus), Q8VD66. purified mABHD4, FP-Rh probe fluorescence polarization. inhibition, % at 8.92 µM. 370,000 compounds, 0.54% hits;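 active = inhibition exceeding the mean over every tested compound plus 3 SD, cut at about 30% in these data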;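 also: 0% = plate median of compound wells and 100% = S159A mutant with DMSO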
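Assay system: wild-type mouse ABHD4 protein; compound: single nominal dose of 8.92 µM, 0.89% DMSO final; schedule: 45 min + 60 min at 25 °C; measured by: FP readout, ex 525 nm / em 598 nm; evaluation: % inhibition of FP-Rh probe binding versus controls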
NPR1 activator – GC-A stimulated cGMP production enhancers – HEK293 GC-A cells, cGMP TR-FRET, EC30 ANP, primary screen; Atrial natriuretic peptide receptor 1 (Homo sapiens), P16066; 0% at EC30 ANP, 100% saturating ANP; activation, % at 10 µM; 370,000 compounds, 0.14% hits; in the data active = activation above about 40%
rCAG binder – binders of r(CAG) RNA repeats, primary screen, biochemical, fluorescence | r(CAG) RNA repeat, TO-PRO-1 dye displacement fluorescence | inhibition, % at 3 µM | 370,000 compounds, 1.3% hits;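 active = inhibition above the plate cutoff, the mean of all test compounds on that plate plus 3 SD, cut at about 35% in these data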;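 also: 0% = DMSO alone and 100% = 100 µM mitoxantrone as full dye displacement; higher means more dye released from RNA so lower well fluorescence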
ASAP1 GAP inh – inhibitors of human ASAP1 ArfGAP activity, primary screen, biochemical, fluorescence polarization; Arf-GAP with SH3 domain, ANK repeat and PH domain-containing protein 1 (Homo sapiens), …; ASAP1-stimulated ARF1 GTP hydrolysis, GDP FP detection; inhibition, % at 16.5 µM; 360,000 compounds, 0.19% hits; AID 624377, 2012; in the data active = inhibition above about 25%;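 also: 0% = vehicle with enzyme and substrate and 100% = no enzyme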
NPR2 activator – human GC-B receptor activators, primary screen, HEK293 GC-B cells, cGMP TR-FRET, EC30 CNP; 0% at EC30 CNP, 100% saturating CNP; activation, % at 10 µM; 370,000 compounds, 0.11% hits; AID 1920062, 2024;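 active = activation at 10 µM reaching about 35% in either raw or pattern-adjusted values, limit read from the data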
Target sequence (P20594 whole entry, looked up): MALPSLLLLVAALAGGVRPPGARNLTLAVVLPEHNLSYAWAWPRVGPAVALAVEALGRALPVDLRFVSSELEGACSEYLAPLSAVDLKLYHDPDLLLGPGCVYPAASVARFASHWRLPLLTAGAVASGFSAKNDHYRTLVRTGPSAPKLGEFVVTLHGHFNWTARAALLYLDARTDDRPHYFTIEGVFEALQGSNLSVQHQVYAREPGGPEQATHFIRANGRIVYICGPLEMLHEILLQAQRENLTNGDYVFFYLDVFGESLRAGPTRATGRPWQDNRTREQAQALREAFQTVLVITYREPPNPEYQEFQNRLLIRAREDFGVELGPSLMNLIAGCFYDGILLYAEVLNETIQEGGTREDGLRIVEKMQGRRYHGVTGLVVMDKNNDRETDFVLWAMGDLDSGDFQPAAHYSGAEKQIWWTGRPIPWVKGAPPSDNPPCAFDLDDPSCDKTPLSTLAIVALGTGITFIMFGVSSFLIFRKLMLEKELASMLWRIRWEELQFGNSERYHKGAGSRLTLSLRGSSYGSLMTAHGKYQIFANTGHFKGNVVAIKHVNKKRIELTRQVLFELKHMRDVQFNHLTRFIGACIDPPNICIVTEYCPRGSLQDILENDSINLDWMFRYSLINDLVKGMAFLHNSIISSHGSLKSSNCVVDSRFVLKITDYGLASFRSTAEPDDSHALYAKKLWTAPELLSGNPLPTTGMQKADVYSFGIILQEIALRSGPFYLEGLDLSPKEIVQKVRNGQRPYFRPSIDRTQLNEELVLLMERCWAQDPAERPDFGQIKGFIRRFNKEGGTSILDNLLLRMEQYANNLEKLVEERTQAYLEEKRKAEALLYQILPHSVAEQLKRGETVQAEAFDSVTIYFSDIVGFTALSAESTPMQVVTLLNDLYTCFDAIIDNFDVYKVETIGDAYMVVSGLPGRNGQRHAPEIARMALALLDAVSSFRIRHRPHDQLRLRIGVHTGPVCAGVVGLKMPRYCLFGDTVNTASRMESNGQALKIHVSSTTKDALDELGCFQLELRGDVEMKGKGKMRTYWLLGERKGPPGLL
ARFGAP1 inhibitor – inhibitors of rat ARFGAP1 GAP activity, primary screen, biochemical, fluorescence polarization, GDP tracer. ADP-ribosylation factor GTPase-activating protein 1 (Rattus norvegicus), Q62848. Arfgap1-stimulated ARF1 GTP hydrolysis, GDP FP detection. inhibition, % at 16.5 µM. 360,000 compounds, 0.26% hits. AID 651572, 2012;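 active = inhibition above a per-plate limit, mean inhibition of low control wells plus 3 SD, cut at about 25% in these data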;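 also: 0% = DMSO wells with enzyme and 100% = wells lacking Arfgap1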
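Assay system: purified rat His6-Arfgap1 residues 1-136 (GAP domain); Reagent: human Δ17 ARF1 bound to GTP; Dosing: 16.5 µM single point, 1.26% DMSO; Times: GTP hydrolysis reaction 2 h at 25 °C; Signal: FP, GDP Alexa 633 tracer displaced from anti-GDP antibody, 620/688 nm; Measure: % inhibition from polarization.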
SMARCA2 activ – SMARCA2 (BRM) function activators, primary screen, cell-based, luminescence, high throughput | MG213 cells, MMTV-luciferase reporter, dexamethasone, overnight | activation, % at 9.1 µM | 370,000 compounds, 1% hits | AID 652017, 2013; in the data active = activation above about 7.8%;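 also: 0% = vehicle wells and 100% = reference activator wells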
PG9 Ab binder – binders of HIV-1 gp120 antibody PG9, primary screen, biochemical, TR-FRET | HIV-1 gp120 / PG9 antibody interaction | TR-FRET gp120-PG9 antibody binding | inhibition, % at 6.7 µM | 360,000 compounds, 0.43% hits | AID 624416, 2012; in the data active = inhibition above about 8.5%
NR1D1 modulator – modulators of Rev-erb alpha DNA binding, primary screen, biochemical, FITC-DNA, fluorescence polarization, uHTS. Nuclear receptor subfamily 1 group D member 1 (Homo sapiens), P20393. Rev-erbα–FITC-DNA binding, 90 min. activity, % at 10 µM. 370,000 compounds, 0.79% hits. AID 1259318, 2017;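 active = activity above about 14%, limit read from the data; passing the limit was not always enough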;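 also: 0% = DMSO wells with 35 nM protein and 100% = DMSO wells with 750 nM protein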
* = called active by the depositor; x = no result given.

item	Structure	HTRA1 inh	mABHD4 FP	NPR1 activator	rCAG binder	ASAP1 GAP inh	NPR2 activator	ARFGAP1 inhibitor	SMARCA2 activ	PG9 Ab binder	NR1D1 modulator
1	Cc1occc1-c1nnc(SCC(=O)c2ccc(F)cc2)o1	-3	1	0	-3	8	-7	-1	6	-1.4	4
2	O=C(COC(=O)c1ccco1)NCc1ccco1	2	3	-1	1	3	5	-6	0	-1.2	4
3	Cc1nc2ccc(Cl)cc2nc1C	6	1	7	-2	3	0	6	-3	0.0	-3
4	CC1CCN(CC(=O)NC(=O)NCc2ccccc2)CC1	-2	5	2	-4	-9	1	4	1	-1.4	-7
5	CCC(C)C(NC(=O)c1ccccc1)C(=O)N1CCN(C(=O)c2ccccc2)CC1 (configuration not stated)	2	-4	2	-1	-21	4	4	-1	-0.7	-3
6	CC(=O)Nc1cccc(NC(=O)CSc2nnc3ccc(-c4cccnc4)nn23)c1	2	-2	4	8	-4	6	-2	4	-1.8	2
7	CC(=O)c1ccc(-c2cc([C@H]3[C@H]4C=CC[C@@H](C)[C@@H]4C(=O)N3Cc3ccccc3)ccc2F)cc1	-48	-7	-3	4	3	-4	-3	1	-1.6	12
8	CCOC(=O)c1c(-c2ccccc2)csc1NC(=O)C(C)NCc1ccco1 (configuration not stated)	-28	3	2	-3	3	1	7	-3	-1.9	1
9	NC(=O)Cn1cc(/C=N\NS(=O)(=O)c2cccc([N+](=O)[O-])c2)c2ccccc21	2	5	3	9	-8	4	2	0	-1.2	4
10	COCCN(C(=O)COC(=O)Cc1c[nH]c2ccccc12)c1c(N)n(Cc2ccccc2)c(=O)[nH]c1=O	-5	-2	2	3	-3	2	3	1	-2.4	4
11	COc1ccc(C2CC(=O)c3c(C)nc(N4CCN(Cc5ccccc5)CC4)nc3C2)cc1OC (configuration not stated)	-15	-8	3	9	-4	11	4	-4	-3.1	7
12	O=S(=O)(c1ccccc1)N1CCN(C(=S)Nc2ccccc2)CC1	-1	4	4	-2	1	2	-8	2	-1.4	6
13	COc1ccc(CN2C3CCCC2CC(NC(=O)/C=C/c2ccccc2)C3)cc1 (configuration not stated)	-2	-1	-6	-5	-1	-1	4	-2	-1.5	3
14	Cc1ccc(CN(C)C[C@H]2OCc3cnnn3CCCC(=O)N([C@@H](C)CO)C[C@@H]2C)cc1	7	-1	-2	0	-3	2	11	5	0.6	1
15	CCOC(=O)N1CCN(C(=O)CCSc2ccccc2)CC1	2	13	7	-5	-4	3	2	6	-0.1	-3
16	O=C(Nc1ccccc1F)c1cc(S(=O)(=O)N2CCOCC2)ccc1N1CCOCC1	1	-4	0	-2	3	1	3	-1	-0.1	-8
17	O=C(CN1C(=O)NC2NC(=O)NC21)N/N=C/c1ccccc1O (configuration not stated)	5	-5	0	2	14	-4	-21	3	-2.0	-1
18	Cc1noc(C)c1CC(=O)Nc1ccc2c(c1)OCO2	3	6	1	7	-13	-3	0	-2	0.9	1
19	COc1cc(C(=O)n2nc(C)cc2C)ccc1O	1	-7	0	-2	-8	3	-3	-4	0.6	1
20	O=C(/C=C/c1ccccc1)OCCN=C1NS(=O)(=O)c2ccccc21	-19	-3	-4	7	-9	-5	-6	-4	-0.1	-4

Compounds 17 through 20 from above:
item	Structure	HTRA1 inh	mABHD4 FP	NPR1 activator	rCAG binder	ASAP1 GAP inh	NPR2 activator	ARFGAP1 inhibitor	SMARCA2 activ	PG9 Ab binder	NR1D1 modulator
17	O=C(CN1C(=O)NC2NC(=O)NC21)N/N=C/c1ccccc1O (configuration not stated)	5	-5	0	2	14	-4	-21	3	-2.0	-1
18	Cc1noc(C)c1CC(=O)Nc1ccc2c(c1)OCO2	3	6	1	7	-13	-3	0	-2	0.9	1
19	COc1cc(C(=O)n2nc(C)cc2C)ccc1O	1	-7	0	-2	-8	3	-3	-4	0.6	1
20	O=C(/C=C/c1ccccc1)OCCN=C1NS(=O)(=O)c2ccccc21	-19	-3	-4	7	-9	-5	-6	-4	-0.1	-4

Continuation:
item	Structure	HTRA1 inh	mABHD4 FP	NPR1 activator	rCAG binder	ASAP1 GAP inh	NPR2 activator	ARFGAP1 inhibitor	SMARCA2 activ	PG9 Ab binder	NR1D1 modulator
21	Cc1ccc2ncnc(NCCCCCC(=O)O)c2c1	3	-4	3	0	4	2	0	-3	-1.6	-2
22	Cc1ccc(C(=O)Nc2ccc(C(=O)N/N=C/c3ccccn3)cc2)cc1	6	-10	4	4	3	-1	1	0	-1.2	0
23	CCOC(=O)[C@]12CCCC3=C1N(CCC3)C(=O)[C@@H](CC(=O)NCC13CC4CC(CC(C4)C1)C3)C2	x	4	5	-2	x	0	x	-3	x	9
24	CN(C)CCNC(=O)c1cccc(-c2cccc3nccn23)c1	x	4	1	0	-8	-2	3	-8	-0.4	-7
25	CCN(CC(=O)NCc1cccs1)C(=O)c1cc(S(=O)(=O)N2CCOCC2)ccc1C	2	-2	-1	0	0	4	-3	-5	-0.7	-4
26	COc1ccc(S(=O)(=O)Nc2ccc(C(N)=O)cc2)cc1C(=O)N1CCCCCC1	3	-6	2	-1	1	2	-2	1	-0.7	1
27	COc1ccc(Cl)cc1NC(=S)NNC(=O)c1cccs1	-9	14	1	36*	12	6	2	2	1.2	14
28	C[C@H]1CN(S(=O)(=O)C(C)(C)C)[C@@H](CCO)/C1=C\c1ccccc1	x	-3	-1	2	1	3	-4	-3	-0.7	-3
29	COc1cc(NC(=O)c2ccco2)c(OC)cc1NC(=O)CCC(=O)Nc1cccc(C)c1C	3	0	-2	-5	9	-3	10	3	-3.8	4
30	Nc1nc(Nc2ccccc2)nc(N2CCCC2)c1[N+](=O)[O-]	-17	1	11	1	5	2	16	5	-0.8	1
31	O=S(=O)(Nc1nc2ccccc2s1)c1ccc(Cl)nc1	-4	-15	-2	26	12	2	-4	-3	0.9	-1
32	Cc1c(C(=O)N(C)Cc2ccccc2)oc2c(Cl)cccc12	-25	-4	-3	1	5	-2	-3	-1	-0.4	4
33	COc1cccc(C(=O)NCC(=O)OCC(=O)Nc2ncc(Cl)cc2Cl)c1	6	4	-3	8	-1	3	-12	-6	-0.2	-5
34	O=C(NCCCN1CCOCC1)c1sc2cc(Cl)ccc2c1Cl	3	0	-2	-4	-6	-4	-13	1	0.1	1
35	CCOC(=O)C1Nc2ccc(Br)cc2C2C=CCC12 (configuration not stated)	65*	53*	-4	63*	5	-1	-9	-5	0.0	-4
36	O=C1c2ccccc2C2(c3ccccc3)NCCCN12 (configuration not stated)	7	0	-1	-1	-5	0	1	-5	-1.4	4
37	CC(=O)NC1(c2cccc(F)c2)CCN(CC(=O)NC(C)C)CC1	1	1	0	-2	2	1	5	-3	-0.1	-5
38	CCOc1ccccc1NC(=O)c1ccccc1-c1ccccc1	-21	0	-11	-7	-4	-8	-14	-2	0.7	5
39	CC(C)c1nnc(NC(=O)CCC(=O)Nc2ccccc2)s1	1	-4	8	-5	5	6	10	-7	0.1	-4
40	COc1ccc(C2=NOC(C3(S(=O)(=O)c4ccccc4)CC(O)C3)C2)cc1 (configuration not stated)	-6	4	4	-4	-12	6	9	2	0.6	-1

(listing goes on)
item	Structure	HTRA1 inh	mABHD4 FP	NPR1 activator	rCAG binder	ASAP1 GAP inh	NPR2 activator	ARFGAP1 inhibitor	SMARCA2 activ	PG9 Ab binder	NR1D1 modulator
41	COC(=O)C(Nc1ccccc1Cl)(c1cc(C)c(O)c(C)c1)C(F)(F)F (configuration not stated)	-3	-29	x	-4	0	x	15	-3	1.8	x
42	C/C(=N\NC(=O)c1ccncc1)c1ccc(N(C)C)cc1	4	2	-10	-1	6	-5	10	5	-1.9	-5
43	O=C1OCC2=C1C(c1ccc(F)cc1)c1cc3c(cc1N2)OCCO3 (configuration not stated)	-1	3	9	-1	1	-1	5	-2	0.8	0
44	CCOC(=O)c1ccc(NC(=O)CCS(=O)(=O)c2ccc(Br)s2)cc1	-13	-5	-6	4	-6	-3	17	-4	-0.5	1
45	C=CCNC(=O)COC(=O)c1cc(S(=O)(=O)N2CCCCC2)ccc1Cl	-2	-6	3	-1	11	0	-7	-5	0.4	-2
46	Cc1cc(C(=O)NCCc2ccccc2)ccc1[N+](=O)[O-]	0	-9	0	-6	6	5	-4	6	0.5	1
47	CC1(C)N=C(/C=N/O)C=[N+]1[O-]	6	-2	-2	0	9	5	0	-1	-2.7	5
48	CCCC(=O)OC1CC(C)N(C(=O)c2ccccc2)c2ccc(C)cc21 (configuration not stated)	-1	-4	-22	-3	-10	-15	5	-1	1.3	10
49	O=C(CCNS(=O)(=O)c1c(Cl)cccc1Cl)OCC(=O)c1ccccc1	-1	-1	2	1	1	2	-7	6	-0.6	0
50	COCCn1c(SCC(=O)Nc2ccc3c(c2)OCCO3)nnc1C(C)C	5	13	-2	-2	-5	1	8	-4	1.1	0
51	Cc1ccc(C(=O)Nn2c(C)nc3ccccc3c2=O)cc1C	-3	-9	1	-2	-5	4	-6	0	-1.0	8
52	O=C(CSc1ncccn1)Nc1ccc2[nH]c(=O)[nH]c2c1	3	-2	4	3	-3	-5	-3	5	-1.9	-2
53	CCOC(=O)c1ccc(NS(=O)(=O)N2CCCCCC2)cc1	-9	-8	0	1	-1	2	5	0	-2.1	-1
54	Cn1nccc1C(=O)N1CCN(c2ccccc2Cl)CC1	0	3	1	-7	-13	5	-10	8.0*	-1.4	3
55	Cc1cccc2sc(NC(=O)CSCc3ccccc3)nc12	-22	-13	6	7	-5	-4	-5	-3	-1.0	-2
56	CCC(C)Nc1cc(C)nc2ncnn12 (configuration not stated)	-1	1	-1	0	4	3	3	-2	-0.3	1
57	Cc1nc2cc(NC(=O)NC(C)(C)C)ccc2n1C	-2	-3	-1	-1	6	-7	-7	3	0.5	5
58	Cc1ccc(C(=O)COC(=O)C(C)N2C(=O)C3C4C=CC(C4)C3C2=O)cc1C (configuration not stated)	-2	8	5	-7	-9	-2	-1	-1	-1.4	6
59	COc1ccc([C@H]2CC(=O)C[C@@H](CCn3cccn3)O2)cc1	x	1	3	3	-12	0	7	-1	0.7	5
60	O=C(OCCN1CCOCC1)C1(c2ccccc2)CCCCC1	x	5	6	-2	-1	5	12	0	0.5	-6
61	O=C(CCNC(=O)C1CCN(S(=O)(=O)c2ccc(F)cc2)CC1)NCc1ccccn1	1	1	4	3	-9	-2	2	-3	-1.3	0
62	CN1CC2(C)OC(=O)C(Cl)=C2CC1c1ccccc1 (configuration not stated)	-6	3	3	1	2	7	-3	-2	-2.0	0
63	COc1ccc(S(=O)(=O)NCc2ccccn2)cc1	1	-1	-1	2	13	1	-1	0	-0.4	-7
